From PubChem
IEC-6 tox: IEC-6 cytotoxicity, counter-screen for KLF5 inhibitors; luminescence viability; inhibition, % at 5 µM; 290,000 compounds, 0.78% hits; AID 1825; in the data active = inhibition above about 22%;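 note: 0% = plate median of test compound wells and 100% = cytotoxic reference compound wells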
HSP90 refold inh: HSP90 refolding inhibition in rabbit reticulocyte lysate | inhibition, % at 5.6 µM | AID 1789 | 290,000 compounds, 0.91% hits | luciferase refolding luminescence, 3 h;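 active = inhibition above the screen-wide mean plus 3 SD, computed separately per campaign, cut at about 16% in these data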;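 note: 0% = DMSO wells and 100% = 60 µM geldanamycin wells; inhibitors lower the luminescence because luciferase stays unfolded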
AI-2 QS mod: Vibrio harveyi AI-2 quorum sensing modulation; Vibrio harveyi JMH597 AI-2 luminescence/OD600 ratio, 9 h; hits give low values; strain lacks LuxN and CqsS sensors; 0 = neutral-control median; activity change, % at 7.5 µM; 300,000 compounds, 0.4% hits; in the data active = activity change below about -75%, passing the limit was not always enough;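 note: luminescence divided by OD600 gain over 9 h not by final OD600 alone; inactives centre near 13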
aSyn 5UTR inh: MLPCN primary screen, SNCA 5' untranslated region | alpha-synuclein 5'UTR reporter, inhibitor activity | inhibition, % (tested at 7.5 µM) | 300,000 compounds, 0.82% hits; in the data active = inhibition above about 60%;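 note: H4 neuroglioblastoma cells stably carrying SNCA 5'UTR luciferase fusion; 0% = DMSO wells and 100% = positive control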
HSF1 activator: increases HSF-1 driven luciferase reporter signal | NIH3T3-HGL HSF-1 luciferase reporter, MG132, 8 h; 100% = twice DMSO control signal | activation, % at 9 µM | 300,000 compounds, 1.7% hits | AID 504408;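 active = mean replicate activation of at least 50% with a set share of replicates each reaching 50%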;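 note: 0% = median of the neutral control wells and 100% = twice that signal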
HSF1 inh: HSF1 inhibition; activity change, negative = inhibition, % at 7.5 µM (by protocol); NIH3T3-HGL HSE-luciferase, MG132-induced, luminescence 8 h; hits give low values; 300,000 compounds, 0.77% hits; AID 2098;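 active = more than half of replicate wells show activity change below -50%, luminescence cut by over half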;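 note: luciferase reports HSF-1 transcriptional activity via heat shock element; 0% = median of DMSO wells and -100% = zero luminescence signal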
GSK3B inh: human GSK3beta kinase inhibition. GST-GSK3beta kinase, ADP-Glo luminescence, 60 min; hits give low values. AID 2097. 300,000 compounds, 0.038% hits. activity score (negative = inhibition), % at 10 µM;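 active = more than half of replicate wells score below -50%, meaning over 50% inhibition versus plate controls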;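 note: 0% = median DMSO wells and -100% = median GW8510 positive control wells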
Target sequence (P49841 whole entry, looked up): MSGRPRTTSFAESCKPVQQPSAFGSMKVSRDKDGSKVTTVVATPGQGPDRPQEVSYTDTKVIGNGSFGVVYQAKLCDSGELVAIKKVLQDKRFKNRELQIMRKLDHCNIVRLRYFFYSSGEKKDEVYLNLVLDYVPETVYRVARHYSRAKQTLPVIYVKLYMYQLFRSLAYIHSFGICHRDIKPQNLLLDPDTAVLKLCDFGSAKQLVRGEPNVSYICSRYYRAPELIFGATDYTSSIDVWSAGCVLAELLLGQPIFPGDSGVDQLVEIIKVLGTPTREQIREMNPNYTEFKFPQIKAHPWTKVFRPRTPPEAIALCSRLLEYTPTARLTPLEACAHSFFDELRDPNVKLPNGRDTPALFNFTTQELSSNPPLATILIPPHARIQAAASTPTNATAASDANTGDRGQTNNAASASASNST
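Test system – GST-tagged human GSK3beta kinase, cell-free · Incubation – 60 min enzyme reaction, room temperature · Signal – ADP-Glo luminescence · Also added – peptide substrate and ATP at 25 µM · Controls – DMSO neutral wells and GW8510 at 20 µM as positive · Buffer or medium – Tris/MgCl2 kinase buffer · Measure – Luminescence-derived activity versus plate DMSO and GW8510 wells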
KLF5 inhibitor: suppresses KLF5 promoter-driven expression. 290,000 compounds, 0.23% hits. DLD-1 KLF5 promoter-luciferase reporter, luminescence. inhibition, % at 5 µM. AID 1700;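 active = inhibition above a per-plate limit of that plate's mean compound inhibition plus 3 SD, cut at about 60% in these data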;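 note: 0% = DMSO wells and 100% = LY294002 at 200 µM; higher means less KLF5 promoter-driven luciferase light; inactives centre near -14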
GSK3A inh: blocks human GSK-3 alpha kinase; P49840; ADP-Glo luminescence, 60 min; inhibition, % at 10 µM; 320,000 compounds, 0.1% hits;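 in the data active = inhibition above about 50%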;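 note: GST-tagged GSK-3 alpha with peptide substrate and 25 µM ATP; 0% = DMSO neutral wells and 100% = GW8510 positive control wells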
Target sequence (P49840 whole entry, looked up): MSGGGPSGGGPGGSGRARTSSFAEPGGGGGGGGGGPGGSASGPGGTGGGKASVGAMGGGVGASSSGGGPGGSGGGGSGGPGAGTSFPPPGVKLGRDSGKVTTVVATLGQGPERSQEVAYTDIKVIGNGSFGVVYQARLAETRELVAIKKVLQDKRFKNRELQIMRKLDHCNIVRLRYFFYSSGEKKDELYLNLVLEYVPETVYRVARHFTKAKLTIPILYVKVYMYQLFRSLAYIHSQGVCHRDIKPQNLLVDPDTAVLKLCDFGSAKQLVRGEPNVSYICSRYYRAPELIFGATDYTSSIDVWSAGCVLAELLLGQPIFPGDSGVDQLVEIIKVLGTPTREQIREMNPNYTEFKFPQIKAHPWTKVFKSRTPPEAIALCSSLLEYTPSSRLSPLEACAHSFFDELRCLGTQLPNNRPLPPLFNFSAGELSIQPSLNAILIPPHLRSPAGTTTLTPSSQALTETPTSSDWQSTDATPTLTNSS
PolyA inh: yeast polyadenylation inhibition. S. cerevisiae SKY197-pL101 polyadenylation reporter, beta-gal luminescence; efflux-impaired pdr1/pdr3 knockout yeast; score 100 = 6 SD above DMSO. 300,000 compounds, 0.02% hits. calls only at 12 µM;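 active = lowest replicate activity score at least 50, where 100 means six control SD above control mean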;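 note: yeast exposed to compound for 9 h at 30 °C; higher score means more reporter readthrough which indicates perturbed polyadenylation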
The depositor's hits bear a star. This is a subset. The share of hits here may be higher or lower than overall.

CCc1ccc(-c2cc3c(=O)n(CC(=O)NCCCN4CCN(C)CC4)ncn3n2)cc1 was read as IEC-6 tox -3.5, HSP90 refold inh 9.7, AI-2 QS mod 7.8, aSyn 5UTR inh -14.4, HSF1 activator -10.6, HSF1 inh -23.8, GSK3B inh -1.4, KLF5 inhibitor -11.2, GSK3A inh 1.1 and PolyA inh inactive.
Screening CN(C)S(=O)(=O)c1cc(S(=O)(=O)N(C)C)c(Cl)cc1N returned IEC-6 tox 5.1, HSP90 refold inh 1.1, AI-2 QS mod 13.1, aSyn 5UTR inh 19.8, HSF1 activator -7.6, HSF1 inh -8.7, GSK3B inh -1.8, KLF5 inhibitor -23.7, GSK3A inh 0.8 and PolyA inh inactive.
`CNc1nc(NCc2ccccc2)nc(N)c1[N+](=O)[O-]` gave IEC-6 tox 7.3, HSP90 refold inh -3.3, AI-2 QS mod 21.8, aSyn 5UTR inh 15.3, HSF1 activator 21.6, HSF1 inh 7.7, GSK3B inh -2.9, KLF5 inhibitor -20.3, GSK3A inh 1.5 and PolyA inh inactive.
For CCOC(=O)CC1(NC(=O)C2CCC(=O)N(Cc3ccccc3F)C2)CCCCC1 (stereo unspecified) the results were IEC-6 tox 0.0, HSP90 refold inh -5.6, AI-2 QS mod 26.5, aSyn 5UTR inh -14.4, HSF1 activator 34.5, HSF1 inh 7.4, GSK3B inh 0.5, KLF5 inhibitor -23.0, GSK3A inh 3.7 and PolyA inh inactive.
`O=C(NC1CCCN(Cc2ccc(Cl)cc2)C1)c1ccoc1` (stereo unspecified) gave IEC-6 tox -0.6, HSP90 refold inh -0.6, AI-2 QS mod 9.4, aSyn 5UTR inh 8.9, HSF1 activator 22.1, HSF1 inh 5.6, GSK3B inh -2.8, KLF5 inhibitor -35.8, GSK3A inh -1.6 and PolyA inh inactive.
`COc1cccc(NC(=S)N2CCn3c(nc4ccccc43)C2)c1` gave IEC-6 tox 4.9, HSP90 refold inh -0.2, AI-2 QS mod -3.4, aSyn 5UTR inh 11.6, HSF1 activator 2.3, HSF1 inh 15.8, GSK3B inh -0.5, KLF5 inhibitor -38.3, GSK3A inh 2.9 and PolyA inh inactive.
For COCCCN1CN(S(=O)(=O)c2ccc(C)cc2C)c2nc3ccccc3nc21 the results were IEC-6 tox -8.6, HSP90 refold inh 0.9, AI-2 QS mod 32.3, aSyn 5UTR inh 2.3, HSF1 activator 1.5, HSF1 inh -5.7, GSK3B inh 0.8, KLF5 inhibitor -22.0 and PolyA inh inactive.
Screening Cc1nc(N)sc1Cc1ccc2c(c1)OCO2 returned IEC-6 tox -6.0, HSP90 refold inh -4.7, AI-2 QS mod 19.9, aSyn 5UTR inh -0.7, HSF1 activator 16.3, HSF1 inh 7.1, GSK3B inh -2.4, KLF5 inhibitor -3.8, GSK3A inh -3.4 and PolyA inh inactive.
For N#Cc1ccc(OCc2nnc(SCC(=O)N3CCCc4ccccc43)n2-c2ccccc2)cc1 the results were IEC-6 tox -3.4, HSP90 refold inh -1.5, AI-2 QS mod 10.0, aSyn 5UTR inh 29.5, HSF1 activator 2.4, HSF1 inh 6.3, GSK3B inh 4.1, KLF5 inhibitor 10.0, GSK3A inh -1.4 and PolyA inh inactive.
Cc1cc(=O)c(C(=O)c2ccccc2)c(C)o1 was read as AI-2 QS mod 5.0, aSyn 5UTR inh 9.4, HSF1 activator 5.4, HSF1 inh -3.4, GSK3B inh 1.1, GSK3A inh -2.8 and PolyA inh inactive.
`O=C(Nc1ccc(N2CCN(C(=O)c3cccs3)CC2)cc1)c1ccccc1F` gave IEC-6 tox 5.9, HSP90 refold inh 4.0, AI-2 QS mod -5.7, aSyn 5UTR inh -8.6, HSF1 activator -4.0, HSF1 inh -7.4, GSK3B inh 0.9, KLF5 inhibitor -20.5, GSK3A inh 3.0 and PolyA inh inactive.
Screening COc1ccc(N2CCN(CCCNS(=O)(=O)c3ccc4c(c3)oc(=O)n4C)CC2)cc1 returned IEC-6 tox -4.5, HSP90 refold inh -3.4, AI-2 QS mod 9.0, aSyn 5UTR inh -1.1, HSF1 activator -30.5, HSF1 inh -9.2, GSK3B inh 1.4, KLF5 inhibitor -15.2, GSK3A inh -1.4 and PolyA inh inactive.
For Cc1ccc(NC(=O)CN(C)C(=O)CSc2nc3ccccc3o2)cc1 the results were IEC-6 tox -0.9, HSP90 refold inh 0.6, AI-2 QS mod 13.8, aSyn 5UTR inh 19.1, HSF1 activator 3.8, HSF1 inh -0.9, GSK3B inh 0.8, KLF5 inhibitor -0.3, GSK3A inh -3.3 and PolyA inh inactive.
COC(=O)c1ccc(CSC2=NCCS2)cc1 was read as IEC-6 tox 9.2, HSP90 refold inh 1.4, AI-2 QS mod 8.7, aSyn 5UTR inh -82.9, HSF1 activator 18.6, HSF1 inh 22.2, GSK3B inh 0.0, KLF5 inhibitor -78.3, GSK3A inh -3.0 and PolyA inh inactive.
CCOC(=O)c1c(C)nc2c(C)cccn12 was read as IEC-6 tox -1.6, HSP90 refold inh 0.6, AI-2 QS mod 8.3, aSyn 5UTR inh 5.7, HSF1 activator -91.7, HSF1 inh -89.2*, GSK3B inh -7.9, KLF5 inhibitor -21.2, GSK3A inh -0.6 and PolyA inh inactive.
Screening CC(=O)Oc1c(C)c(=O)n(C)c2ccccc12 returned IEC-6 tox 0.0, HSP90 refold inh -0.2, AI-2 QS mod 66.3, aSyn 5UTR inh -8.2, HSF1 activator 1.7, HSF1 inh -8.3, GSK3B inh 6.1, KLF5 inhibitor -12.2, GSK3A inh -3.1 and PolyA inh inactive.
For CCOc1ccc(NC(=O)CCCn2nc(C)c3c(C)n(-c4ccccc4)nc3c2=O)cc1 the results were IEC-6 tox 0.8, HSP90 refold inh -3.3, AI-2 QS mod 16.2, aSyn 5UTR inh 1.9, HSF1 activator -1.3, HSF1 inh 7.9, GSK3B inh 2.1, KLF5 inhibitor 7.6, GSK3A inh 0.0 and PolyA inh inactive.
Screening COc1ccccc1NC(=S)NNC(=O)c1nn(C)c(C)c1Cl returned IEC-6 tox -3.6, HSP90 refold inh -1.4, AI-2 QS mod 15.1, aSyn 5UTR inh -47.7, HSF1 activator -1.2, HSF1 inh 8.4, GSK3B inh 6.0, KLF5 inhibitor -77.6, GSK3A inh -2.9 and PolyA inh inactive.
For COCCn1cc(C(=S)N2CCCCC2)c2ccccc21 the results were IEC-6 tox -4.1, HSP90 refold inh -0.7, AI-2 QS mod 16.8, aSyn 5UTR inh 8.4, HSF1 activator -8.0, HSF1 inh -5.4, GSK3B inh 4.0, KLF5 inhibitor -15.1, GSK3A inh -1.8 and PolyA inh inactive.
For COC(=O)CN(c1ccccc1OC)S(=O)(=O)c1ccccc1 the results were IEC-6 tox 2.5, HSP90 refold inh 3.8, AI-2 QS mod 3.7, aSyn 5UTR inh 9.9, HSF1 activator 14.4, HSF1 inh -2.0, GSK3B inh 2.8, KLF5 inhibitor 12.9, GSK3A inh -3.6 and PolyA inh inactive.
`COC(=O)c1ccc(CSc2ncnc3ccccc23)o1` gave IEC-6 tox -1.1, HSP90 refold inh 0.9, AI-2 QS mod 9.0, aSyn 5UTR inh 18.7, HSF1 activator 31.0, HSF1 inh 18.7, GSK3B inh 3.4, KLF5 inhibitor 1.8, GSK3A inh 0.2 and PolyA inh inactive.
O=C(CNC(=O)c1ccc(S(=O)(=O)N2CCCC2)cc1)N/N=C/c1ccc(Cl)cc1Cl was read as IEC-6 tox -1.6, HSP90 refold inh 6.5, AI-2 QS mod 12.7, aSyn 5UTR inh 30.0, HSF1 activator 1.1, HSF1 inh -10.2, GSK3B inh 2.7, KLF5 inhibitor 16.7, GSK3A inh -1.1 and PolyA inh inactive.
For CCNC(=S)Nn1cnc2ccccc21 the results were IEC-6 tox -0.1, HSP90 refold inh 2.1, AI-2 QS mod 19.7, aSyn 5UTR inh -2.9, HSF1 activator -0.5, HSF1 inh -0.2, GSK3B inh -3.0, KLF5 inhibitor -38.7, GSK3A inh -0.6 and PolyA inh inactive.
`Cc1ccc(N2C(=O)c3ccccc3C2C(=O)c2cc(C)ccc2O)cc1` (stereo unspecified) gave IEC-6 tox -2.3, HSP90 refold inh -0.1, AI-2 QS mod 3.1, aSyn 5UTR inh -47.0, HSF1 activator 20.2, HSF1 inh 13.9, GSK3B inh 0.9, KLF5 inhibitor -33.4 and PolyA inh inactive.
For COc1ccc(-c2cc(C(F)(F)F)nc(SCC(=O)NCc3cccs3)n2)cc1 the results were IEC-6 tox -1.4, HSP90 refold inh -0.3, AI-2 QS mod 12.0, aSyn 5UTR inh 15.9, HSF1 activator -1.5, HSF1 inh 12.3, GSK3B inh 0.2, KLF5 inhibitor -4.0, GSK3A inh -0.2 and PolyA inh inactive.
CCn1cc(CN2CCN(Cc3ccsc3)C(CCO)C2)cn1 (stereo unspecified) was read as IEC-6 tox 0.5, HSP90 refold inh -0.2, AI-2 QS mod 1.7, aSyn 5UTR inh 11.6, HSF1 activator -6.6, HSF1 inh -2.0, GSK3B inh 2.9, KLF5 inhibitor -6.4, GSK3A inh -1.7 and PolyA inh inactive.
Screening CSCC(=O)N1CCCC(CNC(=O)c2ccc(-c3ccccc3)cc2)C1 (stereo unspecified) returned IEC-6 tox -1.1, HSP90 refold inh -2.3, AI-2 QS mod -7.1, aSyn 5UTR inh 4.7, HSF1 activator -4.9, HSF1 inh 2.1, GSK3B inh -2.0, KLF5 inhibitor 8.2, GSK3A inh -4.4 and PolyA inh inactive.
`CNC(=S)N(CCc1c(C)[nH]c2ccc(Cl)cc12)Cc1cccs1` gave IEC-6 tox 1.7, HSP90 refold inh 0.4, AI-2 QS mod 7.3, aSyn 5UTR inh -22.4, HSF1 activator 25.9, HSF1 inh 19.2, GSK3B inh -2.7, KLF5 inhibitor 12.1, GSK3A inh 0.2 and PolyA inh inactive.
`C=CCOc1ccc(/C=N/NC(=O)C(=O)Nc2ccccn2)cc1OC` gave IEC-6 tox 0.3, HSP90 refold inh 7.3, AI-2 QS mod 35.0, aSyn 5UTR inh -4.4, HSF1 activator -2.6, HSF1 inh -3.8, GSK3B inh -22.7, KLF5 inhibitor -18.4, GSK3A inh -1.2 and PolyA inh inactive.
For O=C(C1CCCO1)N1CCN(S(=O)(=O)c2cc(F)ccc2F)CC1 (stereo unspecified) the results were IEC-6 tox -1.9, HSP90 refold inh -3.5, AI-2 QS mod 10.5, aSyn 5UTR inh -10.6, HSF1 activator -16.6, HSF1 inh -2.0, GSK3B inh 4.0, KLF5 inhibitor -20.9, GSK3A inh 1.2 and PolyA inh inactive.
Screening Cc1cc(C(=O)O)ccc1-n1c(C)cc(/C=C2\SC(=O)NC2=O)c1C returned IEC-6 tox -10.5, HSP90 refold inh -0.8, AI-2 QS mod 29.6, aSyn 5UTR inh 6.0, HSF1 activator -5.0, HSF1 inh -7.2, GSK3B inh -0.3, KLF5 inhibitor 2.4, GSK3A inh 14.8 and PolyA inh inactive.
`COc1ccc2[nH]c3c(N4CCc5ccccc5C4)ncnc3c2c1` gave IEC-6 tox 77.2*, HSP90 refold inh -4.9, AI-2 QS mod 8.0, aSyn 5UTR inh 43.3, HSF1 activator 64.5*, HSF1 inh 71.4, GSK3B inh 1.3, KLF5 inhibitor 40.2, GSK3A inh -4.1 and PolyA inh inactive.
